Screening data from PubChem BioAssay.
p53ts 32C tox = kills p53ts cells at the permissive temperature | 0.93% of 130,000 active | Potency, µM (top dose mostly 46.1 µM), inactives show top-dose activity change, negative = cytotoxicity, most hits filed as cytotoxic | H1299-p53A138V at 32C, ATP luminescence viability, 24 h;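 further: 0% = DMSO and -100% = full killing by reference compound; nearly all actives have a fitted effect of over 55% in size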
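Cells: H1299 p53ts (A138V), 600/well, pre-incubated 16–30 h at 37C. Cpd up to 46 uM, 24 h, 32C. Readout: ATPlite luminescence, 20 min RT. Normalization: DMSO vs tamoxifen 100 uM. AC50 by Hill equation.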
Peg3 imprint = inducers of genomic imprint erasure in mouse ES cells; mouse ES Peg3-LacZ reporter, beta-gal luminescence, 40 h; Potency, µM (highest dose often 60.7 µM), for inactives: top-dose activity change, positive = activation, actives largely listed as activators; 0.02% of 110,000 active; AID 1948;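 further: 0% = negative control wells on the plate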
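Gelatin-coated wells received 300 freshly trypsinized female ES cells with a Peg3LacZ-Neo reporter on the maternal allele, then incubated 40 hours at 37C. BetaGlo was added for 5 minutes at room temperature before a single luminescence read.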
IkB sig inh = IkB pathway inhibition in ABC-DLBCL cells; Potency, µM (titrated, usually from 57.1 µM), for the others: top-dose IkBa stabilization activation; ABC-DLBCL IkBa-CBG/CBR dual luciferase ratio, 4 h; response scale: scaled: untreated 0%, proteasome inhibitor 100%; 0.04% of 110,000 active; active means well fitted curve in the direction sought with a large enough effect in the signal ratio, not every such curve was filed as active; inconclusive means small, poorly fitted or top-dose-only effect, or a change in a side signal; the % refers to the signal ratio;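 further: the direction sought is a rising ratio; 0% = basal untreated cells and 100% = reference inhibitor full response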
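Curves were fitted separately to fusion (green), unfused (red) and ratio luminescence, then classed by r2, magnitude and activity. Cells: OCI-Ly3, 4 h compound plus doxycycline at 37C; 10 uM MG-132 defined full response.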
p53ts 39C tox = p53ts cell cytotoxicity, nonpermissive temperature; 1.5% of 130,000 active; H1299-p53A138V viability at 39C, ATP luminescence, 24 h; Potency, µM (highest dose often 46.1 µM), for inactives: at the highest dose activity change, negative = cell killing, hits mostly cytotoxic; AID 902; further: nearly all actives have a fitted effect of over 55% in size
* = called active by the depositor; u = inconclusive; x = not tested or not shown; [ ] = dose if it differs, or a comment. Unless noted, the call rests on the fitted dose curve; in most records, active means well fitted curve in the direction sought with a large enough effect; inconclusive means small, poorly fitted or top-dose-only effect, or another doubt; inactive means no such curve, though single readings can be large; an effect the other way counts as inactive or inconclusive. Unless noted, on the % scale 0 is the no-effect control and ±100 the full control effect; potency means the concentration at half of the fitted maximal effect.

SMILES | p53ts 32C tox | Peg3 imprint | IkB sig inh | p53ts 39C tox
COc1ccc2c(c1OC)C(=O)N(c1cccc(C)c1)C2 | 7.9µM* | -50%[inhibitor] | 3.5% | 5µM*
Cc1cc(=O)n(Cc2cccc(F)c2)c2c1c(C)nn2-c1cccc(F)c1 | 4% | u | -0.8% | 10%
COc1cccc(-c2nnc(SCC(=O)N3CCCC3=O)n2-c2ccccc2)c1 | -2% | 5% | -0.5% | -9%
CC(C)=CCC/C(C)=C/CO/N=C1/C[C@@H](O)[C@@H](O)[C@@H]2[C@H]3C(=O)N(c4ccc(F)cc4F)C(=O)[C@@H]3CC[C@@H]12 | 2%[9.22 µM] | x | x | -1%[9.22 µM]
O=C(CCS(=O)(=O)c1cccs1)N1CCN(c2ccc(F)cc2)CC1 | -4% | -13% | -0.5% | -10%
Cc1ccc(N2C(=O)Nc3ccc(Br)cc3C2(O)C(=O)NCCCN(C)C)cc1C (stereo not drawn) | -3% | 9% | 0.6% | -8%
O=C(NC1CCCCCCC1)C1CCN(S(=O)(=O)N2CCCC2)CC1 | 18% | -51%[inhibitor] | 8.7% | 22%
Cc1c(Cl)cccc1N1C(=O)c2ccccc2C1=O | -2% | -9% | 5.7% | 3%
Cc1cccc(-n2cc(-c3ccc([N+](=O)[O-])cc3)[nH]c2=S)c1 | 17% | x | x | 13%
Cc1nc2cncc(Br)c2n1C | -1% | -3% | -0.7% | -1%
CC(C)Oc1ccc(C(=O)NCc2ccco2)cc1 | -30% | 0% | 1.3% | u
O=S(=O)(Nc1ncccn1)c1ccc(Nc2ncnc3ccccc23)cc1 | -2% | 1% | 2.1% | -18%
COc1cccc(-c2cc(NCc3cnc(C)cn3)ncn2)c1 | -15% | -53%[inhibitor] | 3.1%[11.4 µM] | -20%
COc1ccccc1CNC(=O)C(=O)NCC1CCCO1 (stereo not drawn) | 5% | x | x | 6%
Cc1cc(NC(=O)CSc2c(C)[nH]c3ccccc23)no1 | 5% | -5% | -0.1% | 28%
COC(=O)C(CCSC)Nc1ncnc2onc(-c3ccc(F)cc3)c12 (stereo not drawn) | -5% | -14%[10.9 µM] | -1.3% | -7%
O=C(Nc1ccc(F)cc1)c1cc2cc3ccc(Cl)cc3nc2o1 | 3% | -12%[10.9 µM] | -4.9% | 16%
CC1CN(C(=O)N2CCC(C(=O)NCc3ccco3)CC2)c2cc(Cl)ccc2O1 (stereo not drawn) | 14% | 5%[10.9 µM] | u | 4%
COc1cccc(Cn2c(=O)c(-c3ccc(F)cc3)nc3cnc(N4CCOCC4)nc32)c1 | 1% | -3% | -1.6%[11.4 µM] | -3%
CCOC(=O)c1sc2ncn(/N=C/N(C)C)c(=O)c2c1C | 5% | -8% | -1.8% | -7%

The listing continues.
SMILES | p53ts 32C tox | Peg3 imprint | IkB sig inh | p53ts 39C tox
O=C(N[C@@H](Cc1ccccc1)C(=O)O)c1ccccc1 | 7% | -3% | x | -1%
O=C(c1ccc2c(c1)OCO2)N1CCN=C1SCc1cccnc1 | -4% | -17% | -1.9% | 10%
O=C(Cn1cnc2c(cnn2-c2ccc(F)cc2)c1=O)N1CCN(c2ccccc2F)CC1 | 3% | -18% | 3.3% | 3%
Cc1ccc(N(CC(N)=O)C2SC(=O)N(Cc3ccccc3)C2=O)cc1 (stereo not drawn) | 0% | -2% | 1.7% | -8%
O=C(/C=C/c1ccc(O)c(O)c1)O[C@H]1C[C@@](O)(C(=O)O)CC(O)C1O (stereo partly drawn) | 4% | 2% | x | -2%
Cc1ccc(S(=O)(=O)C(CNC(=O)C(=O)NCCc2ccc(Cl)cc2)c2cccs2)cc1 (stereo not drawn) | -1% | -17%[10.9 µM] | 1.6% | -22%
COc1ccc(-n2cc(C(=O)NCc3ccccc3Cl)c3ccccc3c2=O)cc1 | 12% | -9%[10.9 µM] | 1.5% | -5%
C=CCn1c(=N)n(CC(O)COc2ccccc2OC)c2ccccc21 (stereo not drawn) | -1% | -5% | 0.1% | -5%
O=c1c(O)c(-c2ccc(O)cc2)oc2cc(O)ccc12 | 41%[activator] | -1% | -5.1%[11.4 µM] | 13%
CCn1nc(C(=O)OC2CCOC2=O)c2ccccc2c1=O (stereo not drawn) | -1% | -2% | 0.0% | 18%
Cc1ccc(Cl)cc1N1CCN(CCCNc2ncnc3onc(-c4ccc(F)cc4)c23)CC1 | 8% | -18%[10.9 µM] | u | -11%
CC1CN(C(=O)c2cn3ccccc3n2)CC(C)O1 (stereo not drawn) | u | -5% | -0.1% | u
COC(=O)[C@H]1C[C@@H]1[C@H](NC(C)=O)c1ccccc1 | -14% | 1% | x | -15%
CCc1ccc(CN(Cc2ccco2)C(=O)c2cc(-c3ccc(C)c(F)c3)on2)cc1 | -3% | -11%[10.9 µM] | 0.5% | 6%
COc1ccc2cc(CCNC(=O)c3ccc4c(c3)OCO4)c(=O)[nH]c2c1 | -30% | -19% | u | 15%
COCCn1c(=O)[nH]c2cc(C(=O)N3CCN(c4ccc(Cl)cc4)CC3)ccc2c1=O | -11% | -14%[10.9 µM] | u | -7%
Cc1csc(NC(=O)CSc2nnc(Cn3c(=O)sc4ccccc43)n2-c2ccccc2)n1 | 0% | -11% | -1.0% | 2%
COCCn1c(=O)c(CCc2ccccc2)nc2cnc(OC)nc21 | 1% | x | 0.5%[11.4 µM] | -1%
COc1cc(OC)c(NC(=O)Cn2cnc3nc4c(cc3c2=O)CCCC4)cc1Cl | 3% | 9%[10.9 µM] | -1.2% | -7%
Cc1ccc(CCNS(=O)(=O)c2ccc3c(c2)CCN3C(=O)CCC(=O)O)cc1 | 9% | -6%[10.9 µM] | 2.6% | -5%

Ordered by value in Peg3 imprint (lowest first): some entries from above
Compound	Peg3 imprint
Cc1csc(NC(=O)CSc2nnc(Cn3c(=O)sc4ccccc43)n2-c2ccccc2)n1	-11%
CCOC(=O)c1sc2ncn(/N=C/N(C)C)c(=O)c2c1C	-8%
Cc1ccc(N2C(=O)Nc3ccc(Br)cc3C2(O)C(=O)NCCCN(C)C)cc1C (stereo not drawn)	9%

Additional compounds follow:
Second line of a record – p53ts 32C tox | Peg3 imprint | IkB sig inh | p53ts 39C tox
Cc1cc(NC(c2nnc(-c3ccccc3)o2)c2ccccc2F)ccc1Br (stereo not drawn)
  -5% | -17%[10.9 µM] | u | 42%[activator]
Cc1cccc(CSc2ncc(Cl)c(C(=O)Nc3nnc(C)s3)n2)c1
  2% | -11%[10.9 µM] | 8.6% | -16%
O=S(=O)(NCC1CCCO1)c1cccc2nsnc12 (stereo not drawn)
  -3% | 4% | -2.1% | 16%
CCOC(=O)c1ccccc1NC(=O)N(C)CCc1c(C)nn(CC)c1C
  -6% | -6%[10.9 µM] | -0.4% | -20%
CCCC(C(=O)NCC1CCCO1)N(Cc1ccco1)C(=O)CNS(=O)(=O)c1ccccc1 (stereo not drawn)
  -8% | -2% | -0.2% | 4%
O=C(NCc1ccco1)c1cc2c(s1)CSC2
  -4% | -17% | 20% | -7%
CCOC(=O)c1ccc(NC(=O)CCn2nnc3ccccc32)cc1
  4% | x | x | 11%
CC(=O)Nc1ccc(NC2=CC(=O)CC(C)(C)C2)cc1
  -8% | -6% | 3.3% | 9%
O=C(c1ccco1)N1CCN(S(=O)(=O)c2cccc3nsnc23)CC1
  -2% | 2% | -1.8% | 18%
O=C(CCN1C(=O)c2ccccc2C1=O)Nc1ccc(S(=O)(=O)N2CCOCC2)cc1
  1% | 15% | 0.3% | 10%
CCc1ccccc1NC(=O)C1CCN(C2=NS(=O)(=O)C(c3ccc(C)c(C)c3)=C2C)CC1
  1% | 21%[10.9 µM] | -1.0% | -23%
Cc1sc2nnn(CC(=O)N3CCN(C(=O)c4ccco4)CC3)c(=O)c2c1C
  -7% | -4% | 1.1% | -12%
CCNC(=O)CC1C(=O)N(c2ccc(F)cc2)C(=O)N1Cc1ccc(C)cc1 (stereo not drawn)
  -5% | -12%[10.9 µM] | 0.3% | -7%
O=c1cc2nc(-c3cccs3)nc(SCCOc3ccc(Cl)cc3)n2[nH]1
  -3% | -7%[10.9 µM] | -2.0% | -21%
Cn1c(C(=O)NCCN2CCN(c3ccccc3F)CC2)cc2c(=O)n(C)c3ccccc3c21
  -6% | -11% | -0.7% | -5%
O=S(=O)(c1ccccc1)c1nc(-c2ccccc2)oc1N1CCN(c2cccc(Cl)c2)CC1
  -2% | -7%[10.9 µM] | -0.8% | 10%
CCOC(=O)c1sc(NC(=O)CSc2nnnn2-c2ccc(C)cc2)c(C(=O)OCC)c1C
  7% | -2% | 0.1% | 1%
CCCC[C@@H]1C[C@H]1C(NC(=O)Cc1ccccc1)c1ccc(-c2ccccc2)cc1 (stereo partly drawn)
  5% | -18% | x | -11%
COc1ccc(CN(C(=O)c2cnccn2)C(C(=O)Nc2ccc(F)cc2)c2ccccc2)cc1 (stereo not drawn)
  9% | x | x | 19%
CCC1CN(C(=O)NCc2ccc(F)cc2)c2cc(Cl)ccc2O1 (stereo not drawn)
  2% | -12%[10.9 µM] | u | 0%

Quoted at random: 2 records from the list.
Second line of a record – p53ts 32C tox | Peg3 imprint | IkB sig inh | p53ts 39C tox
CCOC(=O)c1ccc(NC(=O)CCn2nnc3ccccc32)cc1
  4% | x | x | 11%
O=S(=O)(NCC1CCCO1)c1cccc2nsnc12 (stereo not drawn)
  -3% | 4% | -2.1% | 16%

(further entries)
Second line of a record – p53ts 32C tox | Peg3 imprint | IkB sig inh | p53ts 39C tox
COc1ccc(CC(=O)Nc2c3c(nn2-c2cccc(Cl)c2)CS(=O)C3)cc1 (stereo not drawn)
  12% | 8% | -0.9% | 9%
C[N+]1(CCCC[N+]2(C)CCCCCCC2)CCCCCCC1
  5%[9.22 µM] | 3%[10.9 µM] | 1.4%[11.4 µM] | 1%[9.22 µM]
CC(C(=O)Oc1ccc2c(c1)OCO2)N1C(=O)c2ccccc2C1=O (stereo not drawn)
  -1% | 11% | 0.2% | -14%
COc1ccc(-c2csc(Cc3nnc(N4CCOCC4)n3-c3ccccc3)n2)cc1
  -8% | -16% | 0.4% | -9%
COC(=O)[C@@]1(Cc2ccc(OC)cc2)[C@H]2c3cc(C(=O)N4CCCC4)n(CCc4ccc(O)c(OC)c4)c3C[C@H]2CN1C(=O)c1ccccc1
  25% | -12% | x | -1%
COc1ccc(N(C)C(=O)c2nc(-c3cccc(F)c3)n3c2CCCCC3)c(OC)c1
  7% | -8%[10.9 µM] | u | -16%
COC(=O)Cn1nc(C)c2c(C)n(-c3ccccc3)nc2c1=O
  1% | 13%[10.9 µM] | -0.1% | -4%
COc1cccc(CNc2ccc(N3CCC(C)CC3)cc2)c1OC
  -9% | x | x | -9%
Cc1ccc(C)c(CSc2nnc3[nH]c(=O)cc(C)n23)c1
  5% | -11%[10.9 µM] | u | -4%
Cc1ccc(N2CCN(S(=O)(=O)c3ccc(-n4cnnn4)cc3)CC2)c(C)c1
  -5% | -11%[10.9 µM] | 0.7% | -24%
COc1ccc(Cl)cc1NC(=O)N1CCC2(CC1)Oc1ccccc1C(=O)N2Cc1ccc(F)cc1
  7% | -8%[10.9 µM] | u | -8%
COCCn1c(=O)c(-c2cn(C)c3ccccc23)nc2cnc(OCc3ccccc3)nc21
  0% | -14% | 1.0%[11.4 µM] | 5%
CCOc1ccc(-n2nc(CO)c(C(=O)NCc3ccc(Cl)cc3)n2)cc1
  -14% | -14%[10.9 µM] | 0.0% | -4%
CCc1ccc(C(=O)CC2(O)C(=O)N(CCc3ccccc3)c3ccc(Br)cc32)cc1 (stereo not drawn)
  -2% | -13%[10.9 µM] | u | u
CC(C)(C)n1ncc2c(=O)n(CC(=O)Nc3ccc(Cl)cc3)cnc21
  -7% | -14% | 5.9% | -20%
COCC(=O)N1CCC2(CCCN(c3ncccn3)C2)CC1
  -5% | x | -0.5%[11.4 µM] | -7%
CC(C)Cn1c(N)c(C(=O)NCCN2CCOCC2)c2nc3ccccc3nc21
  9% | 10% | -0.1% | -2%
Cc1cc(C(F)(F)F)nc(NCc2cccnc2)n1
  -12% | -9% | -0.7% | -8%
CCOc1ccc(OCC)c(NC(=O)C2CCN(S(=O)(=O)c3ccc(Br)s3)CC2)c1
  4% | -11%[10.9 µM] | u | -7%
COc1ccc(Cl)cc1N(C)C(=O)Cc1noc2ccc(C)cc12
  11% | -8%[10.9 µM] | u | -17%

Outcome played no part in choosing rows; about 1.7% have a hit in one of these screens.
